Mtb UGM inh – Mtb UDP-galactopyranose mutase inhibition | inhibition, % at 10 µM | P9WIQ1 | purified UGM, fluorescence polarization probe displacement | AID 504406 | 0.06% of 320,000 active; in the data active = inhibition above about 10%, passing the limit was not always enough; inconclusive = no clear call, values can overlap the other calls
Target sequence (P9WIQ1 whole entry, looked up): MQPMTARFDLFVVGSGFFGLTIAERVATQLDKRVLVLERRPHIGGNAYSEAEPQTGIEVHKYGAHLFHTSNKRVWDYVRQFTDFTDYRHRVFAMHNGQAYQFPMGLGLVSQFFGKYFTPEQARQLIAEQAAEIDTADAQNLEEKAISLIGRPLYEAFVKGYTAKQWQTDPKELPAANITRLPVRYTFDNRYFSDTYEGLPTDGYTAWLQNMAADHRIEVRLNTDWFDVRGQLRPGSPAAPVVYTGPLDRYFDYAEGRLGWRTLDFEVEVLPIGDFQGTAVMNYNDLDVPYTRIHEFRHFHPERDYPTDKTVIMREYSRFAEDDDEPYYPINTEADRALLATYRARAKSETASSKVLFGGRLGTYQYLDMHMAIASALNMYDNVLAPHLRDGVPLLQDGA
BoNT F protease – inhibitors of Botulinum neurotoxin F light chain protease; Multiplex microsphere protease cleavage assay, flow cytometry; inhibition, % at 10 µM; 0.22% of 360,000 active; AID 588497; in the data active = inhibition above about 35%, passing the limit was not always enough; inconclusive = no clear call, values can overlap the other calls; also: plate controls were buffer without enzyme for full effect and enzyme alone for no effect
GDH-TPI counter – GDH-TPI coupled enzyme inhibition counter-screen. GDH-TPI coupled enzyme counterscreen, NADH absorbance. inhibition, % at 4.8 µM. 1.2% of 360,000 active. AID 588335; in the data active = inhibition above about 30%;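 also: 0% = DMSO wells and 100% = wells lacking the enzyme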
Mtb FBA inh – Mtb fructose-bisphosphate aldolase inhibition; purified M. tuberculosis FBA, fluorescence read-out; P9WQA3; 2.3% of 360,000 active; inhibition, % at 1 µM; in the data active = inhibition above about 27%;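 also: 0% = vehicle and 100% = reference inhibitor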
MazEF act – activators of E. coli MazEF toxin-antitoxin RNase. P0AE70. FAM/BHQ RNA-DNA oligo cleavage fluorescence, 5 h. activation, % at 20 µM. 0.32% of 350,000 active. AID 504720; in the data active = activation above about 50%
Target sequence (P0AE70 whole entry, looked up): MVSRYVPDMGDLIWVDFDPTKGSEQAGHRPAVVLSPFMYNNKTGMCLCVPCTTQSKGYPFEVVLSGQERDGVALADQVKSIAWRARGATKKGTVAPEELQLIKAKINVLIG
Mtb BioA inh – blocks M. tuberculosis BioA enzyme activity. purified M. tuberculosis BioA enzyme, plate reader. inhibition, % at 9.99 µM. 0.096% of 360,000 active. AID 602481; in the data active = inhibition above about 40%; inconclusive = no clear call, values can overlap the other calls
FadD28 binding – inhibitors of Mycobacterium tuberculosis FadD28 bisubstrate binding. FadD28 bisubstrate probe binding, fluorescence polarization. inhibition, % at 12.5 µM. 0.22% of 360,000 active. AID 588549; in the data active = inhibition above about 8.5%, passing the limit was not always enough; inconclusive = no clear call, values can overlap the other calls
Rv3671c inh – Rv3671c (M. tuberculosis) protease inhibition; inhibition, % at 5.96 µM; P9WHR9; 0.048% of 320,000 active; in the data active = inhibition above about 38%;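 also: extracellular domain of Rv3671c used as enzyme; 0% = enzyme with DMSO and 100% = no enzyme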
Target sequence (P9WHR9 whole entry, looked up, the tested form may be a part): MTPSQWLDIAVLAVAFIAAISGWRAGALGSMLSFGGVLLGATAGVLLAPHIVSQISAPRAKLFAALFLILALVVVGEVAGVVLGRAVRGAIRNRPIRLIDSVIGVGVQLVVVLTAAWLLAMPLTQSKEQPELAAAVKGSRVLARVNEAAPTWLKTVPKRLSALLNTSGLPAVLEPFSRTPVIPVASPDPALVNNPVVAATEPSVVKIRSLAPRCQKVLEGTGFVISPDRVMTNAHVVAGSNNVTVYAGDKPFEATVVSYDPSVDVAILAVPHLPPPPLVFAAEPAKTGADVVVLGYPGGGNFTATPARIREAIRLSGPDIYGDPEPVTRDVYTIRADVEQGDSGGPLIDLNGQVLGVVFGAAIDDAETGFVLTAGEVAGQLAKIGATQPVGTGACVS
PrPC surface inh – reduces human prion protein on the cell surface | inhibition, % at 13.8 µM | 0.43% of 370,000 active | cell surface PrPC, TR-FRET read-out | AID 720596 | P04156; in the data active = inhibition above about 24%; also: 0% = median of the test wells and 100% = reference compound wells
* = called active by the depositor; u = inconclusive; x = not tested or not shown.

Every second line gives: Mtb UGM inh, BoNT F protease, GDH-TPI counter, Mtb FBA inh, MazEF act, Mtb BioA inh, FadD28 binding, Rv3671c inh, PrPC surface inh
- O=C(CCSc1nc(-c2ccco2)cc(C(F)(F)F)n1)Nc1ccc2c(c1)OCO2
  1.2, -6, -4, 0, 12, -0.3, -4.0, 0, 12
- COC(=O)C1CCN(C(=O)COC(=O)CC(NC(C)=O)c2ccccc2)CC1 (stereo not given)
  0.0, -4, 9, 3, 4, x, 0.9, -19, -4
- CCOc1ccccc1NC(=O)CNC(=O)c1nn(-c2ccc(OC)c(OC)c2)c(=O)c2ccccc12
  -0.5, -28, -3, 1, 8, x, -2.3, -4, -3
- CCCCn1c(N)c(N(CC(C)C)C(=O)c2cc(-c3ccncc3)nc3ccccc23)c(=O)[nH]c1=O
  -4.7, x, 2, -1, -7, -2.2, -4.6, 5, -2
- CCOc1ccc(C(=O)SC2=NCCS2)cc1
  2.4, -1, 7, -1, -1, 1.8, -1.7, -1, 1
- C/C=C/C=C(/NC(=O)c1ccccc1)C(=O)Nc1ccccc1
  -0.8, -12, 4, 3, 5, -0.8, -0.7, x, -2
- COc1cccc(-n2c(SCC(=O)N3CCOCC3)nc3c([nH]c4ccccc43)c2=O)c1
  -0.8, 0, 33*, 0, -35, -0.1, -4.3, -5, -1
- CCOC(=O)C1CCCN(C(=O)/C=C/c2cccc([N+](=O)[O-])c2)C1 (stereo not given)
  3.3, 3, 3, 2, 2, 4.1, -3.5, -12, -29
- O=C(c1cc(-c2ccco2)nc2ccccc12)N1CCN(Cc2ccccc2)CC1
  0.5, -2, 0, 50*, -3, -0.1, -3.1, -3, 13
- Cc1cc(C)n(CC(O)COc2ccccc2Br)n1 (stereo not given)
  -0.9, u, 6, 1, -1, -1.2, -0.7, -2, -5
- Cc1cccc(Sc2nc(-c3ccccc3)ncc2C(=O)O)c1
  -1.9, -13, -6, -2, -2, 1.7, -5.7, -3, 10
- CCOC(=O)C1=CCN(S(=O)(=O)c2ccccc2)C1c1ccc(C)cc1 (stereo not given)
  x, -8, x, 1, x, -0.5, -1.6, x, 2
- O=C(c1ccc(C(=O)N2CCOCC2)s1)N1CCOCC1
  -0.3, u, -6, 6, -3, -1.9, -3.3, -6, -4
- COc1ccc(OC)c(Nc2nc(C)nc3c2oc2ccccc23)c1
  -1.3, 8, 8, 6, -14, -0.9, 1.4, -7, -1
- FC(F)(F)Oc1ccc(NC(=S)Nc2ccc(OC(F)(F)F)cc2)cc1
  -3.4, u, -1, 0, -1, x, -3.4, -4, 4
- COc1ccc(C(=O)Nc2cc(Cl)cc(Cl)c2)c(OC)n1
  -1.0, -1, 3, -1, -4, -1.1, 0.8, 1, 6
- CC(=O)Nc1ccc(S(=O)(=O)N(C)CC(=O)Nc2ccccc2N2CCCC2)cc1
  1.6, u, -7, -2, 3, -0.3, -2.2, -3, 2
- O=C(COC(=O)c1ccc2ccccc2c1O)NCC(F)(F)F
  1.9, 5, -11, 12, -21, -2.1, 0.3, 10, 0
- O=C(CCSc1nc(-c2ccco2)cc(C(F)(F)F)n1)NCCN1CCOCC1
  0.7, -4, 7, -1, 2, -0.2, -0.8, 4, -1
- C=CCn1cc(C(=O)NCCCOC)c(=O)c2cc(S(=O)(=O)N3CCC(C)CC3)ccc21
  1.3, 0, 9, 2, 13, 1.5, -5.9, 0, -13
- OCCN1CCN(Cc2cc(Cl)c3cccnc3c2O)CC1
  0.2, -22, -3, -2, 5, x, -1.0, -13, -2
- O=C(Nc1cccnc1)c1ccc(-c2cc(Cl)ccc2Cl)o1
  1.0, -2, 11, 0, 14, x, -4.2, -53, -7
- CN(C)C(=O)c1ccc(NC(=O)c2ccccc2SCC(=O)N2CCCC2)cc1
  2.0, -4, -3, 0, 2, -0.7, x, -1, 6
- CC(C)n1c(N2CCN(C(=O)Nc3ccccc3)CC2)nc2ccccc21
  1.8, 23, -2, -7, 2, 9.0, -5.1, 5, 3
- Cc1ccc(/C([O-])=C(/C(=S)NCc2ccccc2)[n+]2cccc(CO)c2)cc1[N+](=O)[O-]
  x, -12, -5, 0, 10, -0.1, -4.1, x, 3
- COc1ccc2c(CC(=O)Nc3ccc(OC)nc3)coc2c1
  -0.4, 2, 6, 0, -12, -0.5, -2.6, 1, 9
- CCCCC(=O)OCC(=O)c1cc(C)n(-c2c(C)n(C)n(-c3ccccc3)c2=O)c1C
  -4.2, 5, 8, 9, 1, x, -1.7, 3, 3
- O=C(c1ccc2ccccc2c1)C1CCCN(C(=O)CN2C(=O)CSC2=O)C1 (stereo not given)
  -0.2, -6, 21, 6, 0, x, -1.4, -1, 1
- COc1ccc([C@H]2CC(=O)C=C(c3cccc(Br)c3)C2)cc1
  -2.5, -3, -1, -2, -5, -0.7, -4.7, -3, -1
- COc1ccc(NC(=O)CNc2ccccc2C(C)=O)cc1S(=O)(=O)N1CCOCC1
  -0.7, 5, 6, 0, 3, 0.4, -1.4, 5, -8

Laid out differently: results already given
structure | Mtb UGM inh | BoNT F protease | GDH-TPI counter | Mtb FBA inh | MazEF act | Mtb BioA inh | FadD28 binding | Rv3671c inh | PrPC surface inh
CCOC(=O)C1CCCN(C(=O)/C=C/c2cccc([N+](=O)[O-])c2)C1 (stereo not given) | 3.3 | 3 | 3 | 2 | 2 | 4.1 | -3.5 | -12 | -29
O=C(c1cc(-c2ccco2)nc2ccccc12)N1CCN(Cc2ccccc2)CC1 | 0.5 | -2 | 0 | 50* | -3 | -0.1 | -3.1 | -3 | 13

The listing picks up, repeating the five entries before the break.
Every second line gives: Mtb UGM inh, BoNT F protease, GDH-TPI counter, Mtb FBA inh, MazEF act, Mtb BioA inh, FadD28 binding, Rv3671c inh, PrPC surface inh
- COc1ccc2c(CC(=O)Nc3ccc(OC)nc3)coc2c1
  -0.4, 2, 6, 0, -12, -0.5, -2.6, 1, 9
- CCCCC(=O)OCC(=O)c1cc(C)n(-c2c(C)n(C)n(-c3ccccc3)c2=O)c1C
  -4.2, 5, 8, 9, 1, x, -1.7, 3, 3
- O=C(c1ccc2ccccc2c1)C1CCCN(C(=O)CN2C(=O)CSC2=O)C1 (stereo not given)
  -0.2, -6, 21, 6, 0, x, -1.4, -1, 1
- COc1ccc([C@H]2CC(=O)C=C(c3cccc(Br)c3)C2)cc1
  -2.5, -3, -1, -2, -5, -0.7, -4.7, -3, -1
- COc1ccc(NC(=O)CNc2ccccc2C(C)=O)cc1S(=O)(=O)N1CCOCC1
  -0.7, 5, 6, 0, 3, 0.4, -1.4, 5, -8
- O=[N+]([O-])c1ccc(N2CCNCC2)cc1NCC1CCCO1 (stereo not given)
  -0.9, 4, -1, -12, 2, -2.1, -4.1, 8, -27
- Cc1ccc(-c2cc(C(=O)OCC(=O)Nc3cc(C)on3)c3ccccc3n2)c(C)c1
  0.8, -25, 9, 103*, -2, -1.9, -6.8, 13, -1
- CC1=C([N+](=O)[O-])C(c2ccccc2Cl)NC(=O)N1C (stereo not given)
  0.9, -29, 7, -3, 7, 0.5, -2.8, -3, 3
- Cc1cccc(C)c1NC(=O)CN(C)C(=O)Cn1c(=O)cnc2ccccc21
  0.0, -6, -7, -1, -1, -0.4, -2.4, -4, -1
- Cc1ccnc2nc(C(=O)Nc3ccc(S(=O)(=O)N4CCCC4)cc3)nn12
  -0.3, -2, -1, 0, 2, -2.7, 0.1, -3, -5
- CC(C)C(=O)Nc1nnc(SCC(=O)NC2CCCC2)s1
  0.4, 3, 3, -1, 5, -1.2, x, -1, -1
- COc1cc(NC(=O)CC[C@H]2O[C@@H](n3cnc4c(NC(=O)c5ccccc5)ncnc43)[C@H](O)[C@@H]2O)cc(OC)c1OC
  x, 1, x, 2, x, 1.0, -1.1, x, 0
- COc1ccc(-c2nc3c(n2O)CCC/C3=N\O)cc1
  1.8, 0, 14, 13, -4, 0.3, -0.8, 7, 3
- COc1ccc(-n2c(=O)c3ccccc3n(CC(=O)Nc3cc(C)on3)c2=O)cc1OC
  1.1, 3, 2, 0, 10, -0.6, -0.8, -5, -2
- COc1ccc2nc(C)cc(Sc3nc4ccccc4s3)c2c1
  -1.1, 9, -4, -1, 0, -0.8, -8.0, -13, 6
- Cc1ccccc1-c1nc(CS(=O)CC(=O)NC2CCCC2)c(C)o1 (stereo not given)
  -0.4, x, 4, 0, 0, 8.1, 0.7, 1, 7
- O=C(/C=C/c1cccs1)Nc1ccc(N2CCOCC2)c(S(=O)(=O)Nc2cc(Cl)ccc2Cl)c1
  -4.3, 2, 11, 1, -2, -1.0, -2.1, -2, 2
- O=C(CN1C(=O)NC2(CCCC2)C1=O)NCCC1=CCCCC1
  0.5, -1, 9, -2, 2, 0.3, -4.6, 5, -2
- Cc1ccccc1-n1nc2c(c1NC(=O)c1c(-c3ccccc3Cl)noc1C)CS(=O)(=O)C2
  -2.1, -7, 6, 2, 3, 0.1, -2.4, 9, -1
- CCCN(CCC)CCNC(=O)c1cc2c(-c3ccc(Cl)cc3)nn(C)c2s1
  1.1, -41, 11, 50*, 13, -0.6, -14, -12, -12
- N#Cc1ccccc1S(=O)(=O)N1CCN(CC(=O)NCC2(N3CCOCC3)CCCCC2)CC1
  1.2, 1, 2, 1, -5, -0.3, -1.8, 4, -9
- Cc1cc(C(=O)CSc2nnnn2-c2ccccc2)c(C)n1-c1ccc2c(c1)OCO2
  4.0, -3, 2, 0, -5, x, -2.4, -5, -3
- O=C(CCCN1C(=O)c2cccc3cccc(c23)C1=O)Nc1ccon1
  1.2, -9, 7, 7, -2, x, -4.3, -2, -24
- COc1ccccc1CN(CC(=O)NCC1CCCO1)C(=O)CNS(=O)(=O)c1ccc(C)cc1 (stereo not given)
  2.6, 5, 2, 0, 2, -1.1, -4.6, -9, -4
- O=C(O)CCCCCCCCc1cn(CC2CCCCC2)nn1
  -2.7, -8, 2, 2, 3, -0.1, -1.1, -5, 2
- CC(C)OC(=O)c1c(NC(=O)Cn2cnc([N+](=O)[O-])n2)sc2c1CCCC2
  0.3, 7, 2, -5, -3, -1.7, -0.2, 1, -9
- O=C(CNS(=O)(=O)c1ccccc1)N1CCCC1
  1.3, -3, -4, -2, 12, x, -0.6, 5, 8
- Cc1ccc(C(=O)Nc2sc3c(c2C(=O)O)CCC(C)C3)o1 (stereo not given)
  -0.2, -6, 21, 15, 3, 1.0, -3.0, -4, 0
- CCCCc1cc(C(=O)Cc2ccccn2)c(O)cc1O
  4.4, 6, 24, 3, -7, -1.2, -2.3, -3, 9
- CS(=O)(=O)c1nc(S(=O)(=O)c2ccc(Cl)cc2)c(NCc2ccccn2)s1
  0.4, -8, 7, -2, 10, x, 0.6, -1, 6
- CCOC(=O)c1cnc(-c2ccccc2)nc1-c1ccccc1
  0.3, -2, -7, -1, -1, x, -3.8, -12, -1
- COC(=O)c1ccc2c(=O)n(CCO)c(=S)[nH]c2c1
  -3.7, 4, -2, 1, -2, 2.7, x, 5, -5
- Cc1cc(=O)oc2c(C)c(OC(=O)c3ccco3)ccc12
  -0.2, 3, -5, 6, -21, -1.6, 1.0, 2, 1
- Cc1ccc(C)c(NS(=O)(=O)c2cc(C(=O)NCc3ccccn3)ccc2C)c1
  -1.1, -23, 7, 1, -2, -0.5, -0.9, -3, 3
- CCNC(=O)COC(=O)c1ccc(S(=O)(=O)N2CCCCCC2)cc1
  -2.1, -19, 5, -1, -11, 0.5, -3.4, 3, 7
- COc1ccc([N+](=O)[O-])cc1NS(=O)(=O)c1cccc(C(=O)NCCCN2CCCC2=O)c1
  -2.7, 6, 4, -4, 5, 0.0, -2.3, -1, -10
- O=C(O)C1CCN(C(=O)CSc2nc3ccccc3c(=O)n2-c2ccc(Cl)cc2)CC1
  -1.2, 6, 2, 2, 2, 8.3, -2.7, 3, 7
